# Screening data: PubChem BioAssay, National Center for Advancing Translational Sciences (NCATS)
# TRb-SRC2 inh – qHTS for Inhibitors of the Interaction of Thyroid Hormone Receptor and Steroid Receptor Coregulator 2. actives 0.065% (n = 280,000). TRbeta-SRC2 peptide binding, fluorescence polarization; receptor liganded with 1 µM T3. Potency, µM (titrated, usually from 106 µM), inactives show top-dose activity change, negative = inhibition, hits mostly inhibitors;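 further: plate controls were bound peptide for no effect and peptide without receptor for full effect; nearly all actives have a fitted effect of over 50% in size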
# Target sequence (P10828 whole entry, looked up): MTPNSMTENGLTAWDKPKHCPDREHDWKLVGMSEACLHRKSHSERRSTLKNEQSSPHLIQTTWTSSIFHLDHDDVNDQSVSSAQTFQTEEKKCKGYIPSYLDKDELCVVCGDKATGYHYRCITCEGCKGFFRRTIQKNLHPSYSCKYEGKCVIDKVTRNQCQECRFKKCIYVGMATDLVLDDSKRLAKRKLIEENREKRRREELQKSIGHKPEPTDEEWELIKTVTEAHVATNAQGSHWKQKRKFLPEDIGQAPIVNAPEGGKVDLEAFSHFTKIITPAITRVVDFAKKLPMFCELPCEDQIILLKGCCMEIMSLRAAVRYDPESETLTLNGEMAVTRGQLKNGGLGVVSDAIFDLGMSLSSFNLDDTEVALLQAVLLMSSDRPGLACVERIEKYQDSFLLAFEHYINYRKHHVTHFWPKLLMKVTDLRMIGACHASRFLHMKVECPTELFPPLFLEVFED
#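 Polarization signal, normalized between peptide-alone and full complex controls, measured compound effects on T3-liganded human TRb LBD (0.6 uM) binding 20 nM Texas Red SRC2 peptide after 5 hr.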
# TR SRC2 fluor cs – Total Fluorescence Counterscreen for Inhibitors of the Interaction of Thyroid Hormone Receptor and Steroid Receptor Coregulator 2; TRb/SRC2 Texas Red total fluorescence interference; Potency, µM (top dose mostly 106 µM), without a hit: at the top dose fluorescence change, negative = quenching; actives 0.29% (n = 280,000); AID 1479, 2009; active means well fitted curve in either direction with a large enough effect; inconclusive means small, poorly fitted or top-dose-only effect
#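 Human TRβ ligand-binding domain (0.6 uM) and Texas Red SRC2 peptide (20 nM) in Tris buffer with 1 uM T3 and 5% DMSO were incubated with pinned compound for 5 hr at ambient temperature. Total fluorescence was computed as S + 2P (555/632 nm).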
# ALDH1A1 inh – qHTS Assay for Inhibitors of Aldehyde Dehydrogenase 1 (ALDH1A1); Purified ALDH1A1, NADH fluorescence, propionaldehyde substrate; actives 7.3% (n = 220,000); AID 1030, 2008; Potency, µM (highest dose often 75.3 µM), for the others: at the highest dose activity, negative = inhibition, most hits filed as inhibitors; active means well fitted inhibition curve with a large enough effect, not every such curve was filed as active; inconclusive means small, poorly fitted or top-dose-only effect, or another doubt; inactive means no such curve, though single readings can be large or run the other way;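 further: plate controls were no enzyme wells and a reference inhibitor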
# Tau fibril FP – qHTS for Inhibitors of Tau Fibril Formation, Fluorescence Polarization. Microtubule-associated protein tau (Homo sapiens), P10636. AID 1468, 2008. K18 P301L tau heparin fibrillization, Alexa594 FP, 6 h. actives 0.39% (n = 280,000). Potency, µM (doses to about 57.7 µM), inactives show at the highest dose activity, negative = inhibition, hits mostly inhibitors; further: nearly all actives have a fitted effect of over 55% in size
# Target sequence (P10636 561-689 P618L limits assumed): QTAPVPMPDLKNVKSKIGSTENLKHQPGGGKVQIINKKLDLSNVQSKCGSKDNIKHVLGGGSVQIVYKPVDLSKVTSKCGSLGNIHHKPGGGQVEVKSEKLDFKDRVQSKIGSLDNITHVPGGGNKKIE
#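 Recombinant K18 P301L […], labeled with Alexa 594 at 0.24 uM over 15 uM unlabeled; heparin inducer 20 uM final; 37 C, 6 hr; FP endpoint.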
# Tau fibril ThT – qHTS for Inhibitors of Tau Fibril Formation, Thioflavin T Binding | Microtubule-associated protein tau (Homo sapiens), P10636 | recombinant tau K18 P301L, heparin-induced fibrillization, ThT fluorescence | Potency, µM (top dose mostly 57.4 µM), without a hit: at the highest dose activity, negative = inhibition, actives largely listed as inhibitors | actives 2.1% (n = 270,000); further: nearly all actives have a fitted effect of over 55% in size
#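 K18 P301L tau (15 uM + 0.24 uM Alexa 594-tagged), heparin 20 uM, NaOAc pH 7, 6 h 37 C; ThT 30 uM, 1 h RT, ex 450/em 510 nm.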
# aGal spleen mod – qHTS Assay for Inhibitors and Activators of Human alpha-Galactosidase From Spleen Homogenate; Alpha-galactosidase A (Homo sapiens), P06280; human spleen homogenate, 4MU-alpha-Gal fluorescence, 40 min; Potency, µM (titrated, usually from 80 µM), inactives show at the highest dose activity change, negative = inhibition, hits mostly inhibitors; actives 0.008% (n = 240,000); AID 2107, 2009;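 further: 0% = enzyme with vehicle and -100% = no enzyme basal signal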
# Target sequence (P06280 32-429 limits assumed): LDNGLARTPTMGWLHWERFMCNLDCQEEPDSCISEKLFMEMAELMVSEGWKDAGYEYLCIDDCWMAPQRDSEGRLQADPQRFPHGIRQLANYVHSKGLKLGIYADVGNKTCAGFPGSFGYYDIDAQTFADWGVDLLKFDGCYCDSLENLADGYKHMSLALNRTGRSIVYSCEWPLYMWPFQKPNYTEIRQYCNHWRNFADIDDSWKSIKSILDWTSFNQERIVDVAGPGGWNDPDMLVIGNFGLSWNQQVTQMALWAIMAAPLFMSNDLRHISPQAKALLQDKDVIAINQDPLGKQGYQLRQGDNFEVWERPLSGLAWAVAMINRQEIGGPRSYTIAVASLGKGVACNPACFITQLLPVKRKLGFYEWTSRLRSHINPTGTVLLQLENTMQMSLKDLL
#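 Inhibition or activation of alpha-galactosidase in human spleen homogenate is scored by 4-MU fluorescence after 40 min at 37C, pH 5.0, with 1 mM substrate. AC50s come from concentration-response fitted to the Hill equation.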
# Tau fluor cs – Counterscreen qHTS for Inhibitors of Tau Fibril Formation, Fluorescence Polarization | tau K18 P301L (four-repeat tau fragment) Alexa594 fluorescence, heparin fibrillization | Potency, µM (highest dose often 57.7 µM), inactives show at the top dose activity change, negative = decrease | actives 0.93% (n = 280,000); further: nearly all actives have a fitted effect of over 55% in size
#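 Human K18 P301L tau (15 uM unlabeled plus 0.24 uM Alexa 594-labeled, final) in 100 mM sodium acetate pH 7 was mixed with compound and 20 uM heparin and incubated 6 hr at 37 C.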
# L3MBTL1 block – qHTS Assay for the Inhibitors of L3MBTL1; Lethal(3)malignant brain tumor-like protein 1 (Homo sapiens), Q9Y468; AlphaScreen L3MBTL1–H3K9me1 peptide binding; Potency, µM (top dose mostly 57.1 µM), inactives show top-dose activity, negative = inhibition, actives largely listed as inhibitors; actives 0.66% (n = 230,000); AID 485360, 2010; further: nearly all actives have a fitted effect of over 60% in size
#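 AlphaScreen proximity signal between nickel-chelate acceptor and streptavidin donor beads (final 10 ug/mL) reports binding of 50 nM L3MBTL1 to 75 nM biotin-H3 K9me1 peptide; complex incubated with compounds 30 min at room temperature; cefsulodin titration as control.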
# * = called active by the depositor; ? = inconclusive; . = not tested or not shown; [ ] = another dose, or the depositor's remark. Unless noted, the call rests on the fitted dose curve; in most records, active means well fitted curve in the direction sought with a large enough effect; inconclusive means small, poorly fitted or top-dose-only effect, or another doubt; inactive means no such curve, though single readings can be large; an effect the other way counts as inactive or inconclusive. Unless noted, on the % scale 0 is the no-effect control and ±100 the full control effect; potency means the concentration at half of the fitted maximal effect.
structure	TRb-SRC2 inh	TR SRC2 fluor cs	ALDH1A1 inh	Tau fibril FP	Tau fibril ThT	aGal spleen mod	Tau fluor cs	L3MBTL1 block
CCCc1nc2ccccc2n1CC(O)COc1ccc(C(=O)OC)cc1 (stereo not given)	-4.1%	?	.	-7.3%	?	.	-8.5%	.
COc1cccc(C2CC(=O)N3CN(c4cccc(Cl)c4C)CSC3=C2C#N)c1OC (stereo not given)	3.3%	-3.2%	3.16µM*	31.6µM*	28.2µM*	-3.0%	?	.
O=C1Nc2ccccc2C12OCCCCO2	6.3%	1.6%	-12.6%	2.1%	-10.9%	2.9%	1.2%	-7.3%
C=Cc1ccccn1	4.6%	0.2%	-11.8%	.	.	4.7%	.	.
COC(=O)c1ccc2c(c1)NC1=C(C(=O)CC(C)(C)C1)C(c1ccncc1)N2 (stereo not given)	3.2%	-0.5%	?	-10.5%	-0.8%	4.4%	-0.4%	-15.1%
O=C(c1csc2c1CCCC2)N1CCN(c2ccc(F)cc2)CC1	3.8%	0.0%	?	-3.0%	-7.0%	-7.6%	-5.7%	-0.3%
CCCCn1c(-c2nn(C)c(C)c2Cl)n[nH]c1=S	-6.0%	-0.4%	-6.4%	0.2%	-10.0%	-3.2%	0.2%	1.4%
O=C(O)c1c(Cl)nc2ccccn12	-3.6%	-1.7%	-1.4%	4.0%	5.3%	0.7%	3.0%	3.2%
CCCN1C(=O)/C(=C2\SC(N3CCCCC3)=NC2=O)c2ccccc21	0.2%	-7.4%	?	2.5%	15.8µM*	-18.2%	?	?
O=C(O)CC1=C(O)C(=O)N(c2ccccc2)C1c1ccc(Cl)cc1 (stereo not given)	-7.8%	-1.1%	-5.0%	-4.1%	-8.6%	-15.3%	-4.7%	.
Cc1cc(C(=O)COC(=O)C2=NN(c3ccccc3)C(=O)CC2)c(C)n1CC(F)(F)F	-4.1%	-2.7%	-5.3%	-5.4%	-16.6%	0.0%	-22.3%	-2.2%
COc1ccc(C2CN=NC23CCCc2ccccc2C3=O)cc1 (stereo not given)	3.0%	-0.8%	-5.6%	-4.7%	-15.0%	-2.1%	-15.0%	6.7%
Clc1cccc(CSc2nnc([C@@H]3CCCN3)o2)c1	5.5%	1.8%	?	11.0%	8.4%	0.8%	4.2%	-7.3%
CC1(C)C(=O)OC(c2cccn2-c2cccc([N+](=O)[O-])c2)C2(CCCCC2)C1=O (stereo not given)	-18.9%	0.7%	-11.4%	13.5%	-9.9%	-7.3%	-29.0%	-27.3%
O=C(COC(=O)CCc1nc2ccccc2s1)NCc1ccco1	2.5%	0.8%	2.6%	-3.8%	-7.6%	3.0%	-3.1%	.
CCC(=O)N/N=C/c1ccc(OS(=O)(=O)c2ccccc2)cc1	-0.4%	-0.5%	?	-0.5%	-10.7%	3.7%	-14.1%	11.6%
O=S(=O)(c1cccc2cccnc12)N1CCCc2ccccc21	9.1%	-1.3%	.	-5.5%	-2.5%	4.3%	-13.0%	0.2%
CCOc1ccccc1C(=O)NC(C(=O)NCc1ccccc1OC)C(C)C (stereo not given)	2.1%	0.1%	5.4%	5.5%	-3.9%	10.2%	-6.2%	.
NC(=O)N/N=C/c1cn(-c2ccccc2)nc1-c1ccccc1	5.0%	-2.0%	-6.7%	-14.4%	4.0%	15.5%	-24.2%	.
Cn1c(=O)cc(SCC(=O)N2CCN(c3ccccn3)CC2)c2ccccc21	3.9%	-2.9%	3.5%	-6.9%	-5.8%	-3.9%	-8.5%	3.7%

# Sorted by heavy-atom count (lowest first): some entries from above
structure	TRb-SRC2 inh	TR SRC2 fluor cs	ALDH1A1 inh	Tau fibril FP	Tau fibril ThT	aGal spleen mod	Tau fluor cs	L3MBTL1 block
O=C(O)c1c(Cl)nc2ccccn12	-3.6%	-1.7%	-1.4%	4.0%	5.3%	0.7%	3.0%	3.2%
O=C(COC(=O)CCc1nc2ccccc2s1)NCc1ccco1	2.5%	0.8%	2.6%	-3.8%	-7.6%	3.0%	-3.1%	.
CCOc1ccccc1C(=O)NC(C(=O)NCc1ccccc1OC)C(C)C (stereo not given)	2.1%	0.1%	5.4%	5.5%	-3.9%	10.2%	-6.2%	.
CC1(C)C(=O)OC(c2cccn2-c2cccc([N+](=O)[O-])c2)C2(CCCCC2)C1=O (stereo not given)	-18.9%	0.7%	-11.4%	13.5%	-9.9%	-7.3%	-29.0%	-27.3%
COc1cccc(C2CC(=O)N3CN(c4cccc(Cl)c4C)CSC3=C2C#N)c1OC (stereo not given)	3.3%	-3.2%	3.16µM*	31.6µM*	28.2µM*	-3.0%	?	.

# The results go on:
structure	TRb-SRC2 inh	TR SRC2 fluor cs	ALDH1A1 inh	Tau fibril FP	Tau fibril ThT	aGal spleen mod	Tau fluor cs	L3MBTL1 block
Cc1nc(-c2ccccc2)sc1C1(C)CC(c2cccc([N+](=O)[O-])c2)=NO1 (stereo not given)	3.1%	0.4%	.	11.4%	-1.9%	2.0%	-20.4%	.
Cc1ccc2c(C)ccc(O)c2n1	10.2%	3.1%	6.9%	2.1%	-5.4%	-4.7%	-8.0%	.
COc1ccc(N=Cc2ccc[nH]2)cc1	4.2%	-3.6%	?	-4.9%	-11.1%	9.3%	-11.2%	.
CCC1SC2=NC(C)=C(C(=O)OCCOC)C(/C=C/c3ccccc3OC)N2C1=O (stereo not given)	5.2%	-3.0%	?	6.2%	12.3%	9.4%	5.0%	-16.4%
COc1ccccc1NC(=S)N1CCN(Cc2ccc3c(c2)OCO3)CC1	3.3%[53 µM]	-1.0%[53 µM]	-3.2%	-5.2%	5.0%	-2.5%	4.8%	-2.6%
O=C(O)CCn1c(=O)c2ccccc2c2ccccc2c1=O	4.5%	3.8%	9.2%	?	-4.1%	0.3%	-1.8%	6.9%
Nc1ccc(Sc2cc(Cl)nc(N)n2)cc1	-18.3%	-0.6%	-15.4%	1.7%	-12.2%	2.3%	?	7.0%
Cc1cc(C)c(NC(=S)NC(CO)(CO)CO)c(C)c1	1.2%	9.4%	.	-3.3%	.	4.3%	4.3%	.
CCCCc1ccc(N2C(=O)[C@@H]3C(CC(N)=O)NC4(C(=O)Nc5ccc(F)cc54)[C@@H]3C2=O)cc1 (stereo not given in full)	-11.5%	1.0%	14.1µM*	?	-7.1%	-5.6%	-22.0%	.
NC(=O)[C@@H]1CC2(CC(c3cccc(NC(=O)COc4ccc(Cl)cc4)c3)=NO2)CN1C(=O)COc1ccc(Cl)cc1 (stereo not given in full)	4.7%	-1.7%	.	-15.2%	-16.6%	-4.0%	-29.3%	.
Cc1ccc(OCC(=O)NCc2ccccn2)cc1	3.6%	-3.5%	7.7%	?	-0.8%	-5.9%	-1.7%	-3.3%
O=C(NCCOc1ccccc1)c1n[nH]c(=O)c2ccccc12	-8.5%	-0.1%	6.9%	6.5%	-1.5%	-2.1%	1.5%	-6.1%
CN1CCCC(C#CC(O)(c2ccccc2)c2ccccc2)C1 (stereo not given)	-3.4%	-0.7%	4.2%	3.5%	6.0%	0.7%	3.5%	4.8%
Cc1ccc(Cl)cc1N1CCN(S(=O)(=O)c2c(C)[nH]c(=O)[nH]c2=O)CC1	1.0%	0.5%	6.4%	-7.8%	-18.6%	-3.9%	-8.9%	-1.1%
O=C(O)c1ccccc1C(=O)Nc1n[nH]c(=S)s1	-4.2%	-7.3%	6.31µM*	?	?	-7.0%	-13.7%	?
CSc1nnc(Cn2c(=O)sc3ccccc32)n1-c1ccccc1	4.5%	1.1%	0.1%	8.6%	-0.2%	6.1%	3.3%	-4.7%
CSc1nn(Cc2ccc(Br)cc2)c(N(C(C)=O)C(C)=O)c1S(=O)(=O)c1ccccc1	-5.4%	3.3%	.	?	?	.	-13.1%	.
O=C(NC1CCCCC1)C(c1ccccn1)N(C(=O)c1csnn1)C1CCCCC1 (stereo not given)	-0.6%[53 µM]	1.6%[53 µM]	11.6%	-7.5%	-13.8%	-7.2%	-8.8%	1.9%
O=[N+]([O-])c1ccc(S(=O)(=O)N/N=C/c2ccco2)cc1	0.2%	2.2%	?	-1.8%	-7.7%	0.5%	-8.7%	.
Cc1nc(C(=O)NNC(=O)c2cccc(Cl)c2)c(C(F)(F)F)o1	2.6%	-2.1%	4.4%	-1.9%	-0.4%	3.8%	-1.2%	1.4%
CC(=O)NS(=O)(=O)c1ccc(N=c2ssc3c2-c2cc(C)ccc2NC3(C)C)cc1	-4.0%	-2.7%	1.4%	-5.2%	?	4.6%	-15.5%	-11.5%
CCOc1cc(N2CCOCC2)c(OCC)cc1NC(=O)Cc1ccc(OC)c(OC)c1	7.5%	1.2%	-4.0%	6.0%	-16.8%	7.4%	-14.0%	-9.8%
CCN(CC)S(=O)(=O)c1ccc(C)c(NC(=O)COC(=O)[C@@H]2CCCN2C(=O)c2cccs2)c1	-0.7%	-1.5%	?	2.6%	3.8%	-5.9%	-7.5%	-0.4%
Cc1ccc2c(c1)C(=NC1CCCCC1)c1cc3ccccc3nc1-2	3.7%	-3.6%	?	13.1%	?	-1.6%	-0.7%	-1.7%
CCOCCCn1cc(C(=O)c2cc(Br)ccc2O)cc(C#N)c1=O	-1.9%	-1.6%	?	2.7%	?	-24.7%	-19.5%	.
NC(=O)c1ccc(NC(=O)COC(=O)C2CC(=O)N(Cc3ccccc3)C2)cc1 (stereo not given)	7.3%	-3.4%	?	5.8%	-2.4%	4.9%	1.2%	-7.7%
COCCNC(=O)c1cn(C)c2ccc(S(=O)(=O)N(C)C3CCCCC3)cc2c1=O	-3.3%	-0.5%	-2.1%	0.5%	-6.7%	-1.0%	-9.7%	.

# Rows are unselected (roughly 8.5% active in at least one column).
